# S2 tox – cell viability loss in ATXN counter-screen | S2 cells (HEK-293 line with an ATXN2-luciferase reporter) viability, CellTiter-Fluor protease fluorescence, 24 h | Potency, µM (doses to about 56.7 µM), usual class: cytotoxic | actives 0.49% (n = 400,000) | AID 651635; note: potency is the fitted concentration of half-maximal effect; nearly all actives have a fitted effect of over 40% in size
# ATXN2 expr inh – reduces ATXN2 reporter expression in HEK-293 cells. HEK-293 ATXN2-luciferase reporter, luminescence, 24 h. Potency, µM (highest dose often 57 µM), without a hit: at the highest dose activity change, negative = inhibition, actives largely listed as inhibitors. actives 0.72% (n = 360,000). AID 1745845; note: potency is the fitted concentration of half-maximal effect; % is set by controls: 0 for no effect and ±100 for the full control effect; nearly all actives have a fitted effect of over 55% in size
#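 ATXN2-luciferase reporter cells (luciferase flanked by upstream and downstream ATXN2 gene portions) were treated 24 h at 37 °C with compounds at up to 57 uM. SteadyGlo luminescence gave expression; GF-AFC fluorescence gave viability.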
# KB-V1 MDR tox – KB-V1 MDR subline cytotoxicity. KB-V1 MDR cells viability, CellTiter-Glo, 72 h. Potency, µM (series often up to 46.1 µM), inactives show at the highest dose activity change, negative = cytotoxicity, actives largely listed as cytotoxic. actives 3.4% (n = 400,000). AID 1347076; note: potency is the fitted concentration of half-maximal effect; % is set by controls: 0 for no effect and ±100 for the full control effect; nearly all actives have a fitted effect of over 60% in size
#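 KB-V1, DMEM (no phenol red) + 10% FBS; cpd pin-transferred, titration series; 72 h, 37 degrees C; CellTiter-Glo, luminescence. Data normalized, curve-fit.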
# HT1080 IDH1KD tx – HT-1080 IDH1 knockdown cell toxicity (counter line); AID 686971; Potency, µM (titrated, usually from 46.1 µM), for inactives: top-dose activity, negative = toxicity, usual class: cytotoxic; HT-1080 IDH1 knockdown viability, ATP luminescence, 48 h; actives 2% (n = 360,000);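 note: potency is the fitted concentration of half-maximal effect; 0% = DMSO wells and -100% = cell-free medium wells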
#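 Cytotoxicity counter-line: IDH1KD HT-1080, 48 h, CellTiter-Glo. Curves classed by r2, magnitude and activity.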
# MCF10A rerep – DNA re-replication induction in MCF 10a cells; Potency, µM (top dose mostly 46.1 µM), inactives show top-dose activity, positive = re-replication, actives largely listed as activators; actives 2.9% (n = 350,000); MCF 10A DNA re-replication, Hoechst nuclear intensity, 48 h; note: potency is the fitted concentration of half-maximal effect; % of control where 0% means no effect; nearly all actives have a fitted effect of over 50% in size
# HT1080NT lethal – kills 2HG-producing HT-1080-NT fibrosarcoma cells. HT-1080-NT fibrosarcoma viability, CellTiter-Glo ATP luminescence, 48 h. Potency, µM (highest dose often 46.1 µM), without a hit: at the top dose activity, negative = less viability, hits mostly cytotoxic. actives 1.6% (n = 360,000). AID 686970;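 note: NT is the 2HG producing partner of a matched IDH1 knockdown line; potency is the fitted concentration of half-maximal effect; 0% = DMSO-treated cells and -100% = media-only wells without cells; nearly all actives have a fitted effect of over 55% in size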
#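 A 48-hour cytotoxicity screen used HT-1080-NT cells plated 2 hours before compound delivery. ATP-based CellTiter-Glo luminescence measured viability, normalized to DMSO and no-cell controls.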
# IL1B secr inh – inhibitors of inflammasome signaling (IL-1 beta secretion) | THP-1 LPS/ATP IL-1B secretion, AlphaLISA, 16 h; hits give low values | activity change, % at 57.5 µM | actives 4.7% (n = 360,000) | AID 743279; in the data active = activity change below about -50%; inconclusive = mostly about -30% to -49%; note: % is set by controls: 0 for no effect and ±100 for the full control effect
#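 THP-1 cells pretreated 1 hr with compounds (up to 57.5 uM final), then stimulated with LPS (250 ng/mL final) plus ATP (1.25 mM final); secreted IL-1B measured by AlphaLISA after 16 hr, decreased signal indicating inhibition.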
# SW480 rerep – inducers of DNA re-replication in SW480 colon cancer cells | SW480 DNA re-replication, Hoechst DNA content imaging, 48 h | Potency, µM (doses to about 46.1 µM), for the others: top-dose re-replication activation, actives largely listed as activators | actives 1.8% (n = 340,000) | AID 624297; note: potency is the fitted concentration of half-maximal effect; % of control where 0% means no effect; nearly all actives have a fitted effect of over 55% in size
#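 Compounds, transferred as 23 nL by pin tool, were incubated with cells for 48 hr; DNA content per nucleus was then quantified by Hoechst staining and fluorescence plate imaging.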
# KB-3-1 cytotox – kills parental KB-3-1 adenocarcinoma cells | KB-3-1 viability, CellTiter-Glo ATP luminescence, 72 h | Potency, µM (highest dose often 46.1 µM), for the others: top-dose activity change, negative = cytotoxic, hits mostly cytotoxic | actives 1.4% (n = 400,000) | AID 1347075; note: potency is the fitted concentration of half-maximal effect; % is set by controls: 0 for no effect and ±100 for the full control effect; nearly all actives have a fitted effect of over 60% in size
#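 Cytotoxicity measured as CellTiter-Glo luminescence after 72 h at 37 C. Compound titrations were pinned onto drug-naive KB-3-1 parental adenocarcinoma cells grown in DMEM with 10% FBS, and normalized data fitted to concentration-response curves.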
# Starred values were filed as active, the others as inactive; i = inactive; ? = inconclusive; nt = no result given; & = joins results of further samples; [ ] = dose if it differs, or a comment. Unless noted, calls come from the whole dose curve; as a rule, active = well fitted curve in the direction sought with a large enough effect; inconclusive = small, poorly fitted or top-dose-only effect, or another doubt; inactive = no such curve, though single readings can be large; an effect the other way counts as inactive or inconclusive.
SMILES,S2 tox,ATXN2 expr inh,KB-V1 MDR tox,HT1080 IDH1KD tx,MCF10A rerep,HT1080NT lethal,IL1B secr inh,SW480 rerep,KB-3-1 cytotox
COc1ccc([C@H]2N[C@]3(CCCN(Cc4cccn4C)C3=O)[C@H]3C(=O)N(Cc4ccccc4)C(=O)[C@@H]23)cc1,i,0%,16%,8%,nt,-4%,-9,nt,8%
COc1cccc(OC)c1C(=O)OCC(=O)NCC1CCCCC1,i,nt,-18%,7%,nt,8%,19,nt,27%
O=C(NC1CCCCC1)C(=S)NCc1ccccc1,i,42%[activator],-13%,0%,-9%,6%,-4,-18%,-3%
N#Cc1cc2c(nc1SCC(O)CS(=O)(=O)Cc1ccccc1)CCCC2 (stereo not given),i,3%,-9%,4%,-8%,20%,-10,-3%,?
CCCc1cc(N2CCOCC2)n2nc(C)c(-c3ccccc3)c2n1,i,-2%,10%,1%,-1%,-2%,13,-5%,?
CCOC(=O)C1(CCc2ccccc2)CCN(C(=O)c2cnc(C)cn2)CC1,i,21%,-2%,6%,-1%,0%,2,-5%,0%
COC(=O)c1c(O)cc(C(C)(C)C)n(-c2ccccc2)c1=O,i,-9%,-10%,0%,3%,3%,26,1%,12%
NC(=O)N/N=C/CCc1ccccc1,i,-2%,?,12%,0%,7%,-5,14%,14%
COc1ccc(-n2nnnc2-c2cnc(N3CCCC3)nc2C(F)(F)F)cc1,i,-11%,5.2µM*,-21%,?,-3%,-55*,-1%,18µM*
COC(C(=O)Nc1ccc(C(N)=O)cc1)c1ccccc1 (stereo not given),i,33%,5%,3%,5%,2%,0,-43%[inhibitor],27%
N#Cc1ccc2c(c1)nc1ccccn12,i,14%,1%,12%,1%,11%,-21,-5%,9%
CC(NC(=O)NC1CCCCC1)C(c1cccs1)N1CCOCC1 (stereo not given),i,-20%,3%,4%,0%,-12%,2,-4%,-2%
CNC(=S)Nc1ccc(Cc2ccncc2)cc1,?,3%,5%,-8%,7%,-5%,14,-3%,5%
O=C(Cn1nnc(-c2cccs2)n1)NCc1cccs1,i,-3%,5%,2%,-4%,1%,9,1%,-4%
CC(=O)Nc1ccc(S(=O)(=O)NC(CC(=O)O)c2ccc(OC(C)C)cc2)cc1 (stereo not given),i,-9%,?,8%,-1%,7%,-1,-5%,-5%
COc1ccc(-n2nc(C(=O)NCC(=O)Nc3cc(OC)c(OC)c(OC)c3)c3ccccc3c2=O)cc1OC,i,-12%,7%,-1%,20%,?,72,-18%,-1%
Cc1ccc(CN(C(=O)c2csnn2)C(C(=O)NC2CCCC2)c2ccc(C)o2)cc1 (stereo not given),i,?,-30%,-7%,11%,-10%,?,0%,-1%
O=C(Cn1cc([N+](=O)[O-])ccc1=O)N1CCc2ccccc21,i,-3%,-10%,?,-1%,-1%,-1,?,2%
COc1ccccc1-c1noc2c1C(=O)NCC2,i,8%,-17%,5%,nt,8%,15,nt,-11%
CCCCc1cc(=O)oc2c(CN3CCN(C)CC3)c(O)ccc12,i,-9%,-2%,-7%,-1%,-1%,0,8%,2%

# Marked active in IL1B secr inh, of those listed so far:
SMILES	IL1B secr inh	SW480 rerep
COc1ccc(-n2nnnc2-c2cnc(N3CCCC3)nc2C(F)(F)F)cc1	-55*	-1%

# New compounds follow.
SMILES,S2 tox,ATXN2 expr inh,KB-V1 MDR tox,HT1080 IDH1KD tx,MCF10A rerep,HT1080NT lethal,IL1B secr inh,SW480 rerep,KB-3-1 cytotox
COc1ccc(Nc2nc(N)nc(CSCCO)n2)cc1,i,17%,5%,1%,?,0%,20,1%,-4%
CCCCC(=O)NC(=S)Nc1cc([N+](=O)[O-])ccc1OC,i,-7%,-2%,-4%,-2%,0%,-1,-1%,-14%
CCOc1ccc(N=Cc2c(O)cc(C)oc2=O)cc1,i,4%,-7%,-3%,1%,-3%,6,-1%,-10%
Cc1cnc(C(=O)NCCc2ccc(S(=O)(=O)NC(=O)NC3CCCCC3)cc2)cn1,i,8%&14%&-16%,-7%,10%,2%,16%,36,-4%,0%
CC(NC(=O)c1ccc(C(C)(C)C)cc1)C(c1cccs1)N1CCOCC1 (stereo not given),i,9%,4%,1%,?,6%,-2,0%,-9%
CSCC(=O)N1CCC(CCC(=O)NC2CC2)CC1,i,nt,-5%,-3%,-5%,0%,5,-3%,0%
COc1cc(C(C)=O)ccc1OCc1nnc(-c2ccccc2Br)o1,?,0%,3%,-6%,10%,-3%,44,-4%,8%
CCn1c(SCC(=O)NCc2ccccc2)nc2c(c1=O)SC(C)C2 (stereo not given),i,-3%,?,0%,-3%,-13%,13,-5%,-2%
Cc1ccc(NC(=O)C(=O)NCC(c2ccc3c(c2)OCO3)N2CCN(C)CC2)cc1C (stereo not given),i,3%,-1%,nt,nt,nt,nt,nt,0%
COc1ccc(OC)c(C(=O)Nc2ccc3[nH]ccc3c2)c1,i,81%[activator],-1%,9%,3%,-1%,-13,-5%,0%
COc1ccc(Cl)cc1-c1noc([C@@H]2O[C@H](CO)[C@@H](O)[C@H]2O)n1,i,2%,1%,0%,nt,6%,35,nt,0%
Cc1ccc(S(=O)(=O)N2C[C@H]3N(C(=O)OC(C)C)N(C(=O)OC(C)C)C[C@H](OC(=O)NC4CCCC4)[C@@]3(O)C2)cc1,?,-3%,17%,-3%,nt,-6%,?,nt,8%
COc1ccc(NC(=O)c2ccc(Br)o2)c([N+](=O)[O-])c1,i,11%,-4%,-20%,8%,-17%,-1,-3%,-4%
O=C(Nc1nc2ccccc2s1)c1ccc(Cl)s1,i,27%,0%,11%,14%,3%,-1,-1%,-21%
Fc1ccc(C[n+]2csc3ccccc32)cc1,?,8%,-16%,2%,?,7%,-115*,8%,-2%
Cc1ccc(-c2csc(N=C(N)N)n2)cc1,i,17%,0%,?,?,-14%,-61*,?,0%
C=CCOC(=O)C1=C(C)NC(=O)NC1c1ccc(Cl)cc1 (stereo not given),i,-6%,2%,0%,-9%,-2%,-26,-2%,0%
CC(=O)N1CCN(c2nnc(-c3ccc(C)cc3)c3ccccc23)CC1,?,-12%,?,-10%,9%,0%,-22,-8%,0%
COC(=O)c1ccccc1NC(=O)c1c(NC(=O)c2ccco2)sc2c1CCC(C(C)(C)C)C2 (stereo not given),i,-2%,27%,nt,nt,nt,nt,nt,3%
Cc1[nH]c2ccc(F)cc2c1CCN(Cc1cccnc1)C(=S)NC(C)(C)C,i,-25%,10%,3%,6%,1%,-20,18%,7%

# Complete entries from above:
# `COC(=O)c1ccccc1NC(=O)c1c(NC(=O)c2ccco2)sc2c1CCC(C(C)(C)C)C2` (stereo not given) is listed with S2 tox: i; ATXN2 expr inh: -2%; KB-V1 MDR tox: 27%; HT1080 IDH1KD tx: nt; MCF10A rerep: nt; HT1080NT lethal: nt; IL1B secr inh: nt; SW480 rerep: nt; KB-3-1 cytotox: 3%
# `Cc1ccc(S(=O)(=O)N2C[C@H]3N(C(=O)OC(C)C)N(C(=O)OC(C)C)C[C@H](OC(=O)NC4CCCC4)[C@@]3(O)C2)cc1` is listed with S2 tox: ?; ATXN2 expr inh: -3%; KB-V1 MDR tox: 17%; HT1080 IDH1KD tx: -3%; MCF10A rerep: nt; HT1080NT lethal: -6%; IL1B secr inh: ?; SW480 rerep: nt; KB-3-1 cytotox: 8%

# The listing continues.
SMILES,S2 tox,ATXN2 expr inh,KB-V1 MDR tox,HT1080 IDH1KD tx,MCF10A rerep,HT1080NT lethal,IL1B secr inh,SW480 rerep,KB-3-1 cytotox
CCCNC(=O)C1(C)CCCN(C(=O)C(c2ccccc2)c2ccccc2)C1 (stereo not given),i,15%,-3%,24%,nt,?,20,nt,0%
Cc1cc(C)c(C(=O)OCc2csc(CC(=O)Nc3ccccc3C)n2)c(C)c1,i,-17%,-28%,-4%,0%,-5%,0,10%,-11%
COc1ccc(S(=O)(=O)N2CCN(C(=O)NCc3ccc(OC)c(OC)c3)CC2)cc1,i,6%,-14%,-10%,-20%,-7%,1,-93%[inhibitor],-24%
COC(=O)c1c(C)[nH]c(C(=O)/C=C/c2ccccc2Cl)c1C,i,45%[activator],5%,17%,nt,19%,36,nt,4%
CC1CN(Cc2nc3c(c(=O)n(C)c(=O)n3C)n2CCCc2ccccc2)CC(C)O1 (stereo not given),i,-4%,0%,21%,0%,17%,3,-5%,0%
Cn1cc(CN2CCC(C(=O)Nc3cccc(-c4cscn4)c3)CC2)cn1,i,6%,6%,6%,-3%,9%,28,-4%,-6%
COc1ccccc1NC(=O)CSc1nnnn1-c1ccc2c(c1)OCO2,i,-25%,?,1%,2%,3%,17,0%,13%
COc1ccc(C2CC(=O)OC3=C2C(=O)CC(C)(C)C3)c(OC)c1 (stereo not given),i,3%,?,22%,2%,8%,9,-8%[1.84 µM],7%
CCN(CC)CC(O)Cn1c2ccccc2c2ccccc21 (stereo not given),i,-21%,2%,-17%,23%,-22%,?,?,-5%
CC1CCN(C(=O)CSc2ccc(-c3ccc(F)cc3)nn2)CC1,i,4%,16µM*,-1%,20%,1%,15,-2%,?

# 4 compounds already listed, arranged by the number in IL1B secr inh, smallest number first:
Compound | IL1B secr inh | SW480 rerep
Cc1cc(C)c(C(=O)OCc2csc(CC(=O)Nc3ccccc3C)n2)c(C)c1 | 0 | 10%
COc1ccc(C2CC(=O)OC3=C2C(=O)CC(C)(C)C3)c(OC)c1 (stereo not given) | 9 | -8%[1.84 µM]
CCCNC(=O)C1(C)CCCN(C(=O)C(c2ccccc2)c2ccccc2)C1 (stereo not given) | 20 | nt
Cn1cc(CN2CCC(C(=O)Nc3cccc(-c4cscn4)c3)CC2)cn1 | 28 | -4%

# Compounds listed so far with bromine, in the order listed:
SMILES,S2 tox,ATXN2 expr inh,KB-V1 MDR tox,HT1080 IDH1KD tx,MCF10A rerep,HT1080NT lethal,IL1B secr inh,SW480 rerep,KB-3-1 cytotox
COc1cc(C(C)=O)ccc1OCc1nnc(-c2ccccc2Br)o1,?,0%,3%,-6%,10%,-3%,44,-4%,8%
COc1ccc(NC(=O)c2ccc(Br)o2)c([N+](=O)[O-])c1,i,11%,-4%,-20%,8%,-17%,-1,-3%,-4%

# Source: PubChem BioAssay
